Xi reactivation = X-chromosome reactivation activator. XiGFP mouse fibroblasts, % GFP-positive cells imaging, 3 d; cells co-treated with 5-aza-dC sensitizer; scaled so ellipticine positive control = 100%. activation, % at 7.58 µM. 360,000 compounds, 0.055% hits. AID 743238;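 active means mean normalized replicate activation at least 10% and every replicate at or above 10%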;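 further: 0% = median of on-plate neutral control wells and 100% = ellipticine 6 µM median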
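Schedule: 3 d treatment, 15 min room-temperature fixation; system: 68-5-11 XiGFP fibroblast line; buffer or medium: DMEM plus 5-aza-dC sensitizer; control set: ellipticine 6 µM positive control; compound: one concentration, pinned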
ERAP1 HTS inh = ERAP1 (human) enzyme inhibition; recombinant ERAP1, Leu-AMC fluorescence, 60 min; AID 652197; inhibition, % at 10.7 µM; Q9NZ08; 340,000 compounds, 0.15% hits;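 active means mean replicate inhibition of at least 30%, or all replicates individually reaching that 30% level; inactive means mean below 30% and not every replicate reaching it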;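 further: 0% = neutral control wells and 100% = L-leucinethiol positive control wells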
Target sequence (Q9NZ08 whole entry, looked up): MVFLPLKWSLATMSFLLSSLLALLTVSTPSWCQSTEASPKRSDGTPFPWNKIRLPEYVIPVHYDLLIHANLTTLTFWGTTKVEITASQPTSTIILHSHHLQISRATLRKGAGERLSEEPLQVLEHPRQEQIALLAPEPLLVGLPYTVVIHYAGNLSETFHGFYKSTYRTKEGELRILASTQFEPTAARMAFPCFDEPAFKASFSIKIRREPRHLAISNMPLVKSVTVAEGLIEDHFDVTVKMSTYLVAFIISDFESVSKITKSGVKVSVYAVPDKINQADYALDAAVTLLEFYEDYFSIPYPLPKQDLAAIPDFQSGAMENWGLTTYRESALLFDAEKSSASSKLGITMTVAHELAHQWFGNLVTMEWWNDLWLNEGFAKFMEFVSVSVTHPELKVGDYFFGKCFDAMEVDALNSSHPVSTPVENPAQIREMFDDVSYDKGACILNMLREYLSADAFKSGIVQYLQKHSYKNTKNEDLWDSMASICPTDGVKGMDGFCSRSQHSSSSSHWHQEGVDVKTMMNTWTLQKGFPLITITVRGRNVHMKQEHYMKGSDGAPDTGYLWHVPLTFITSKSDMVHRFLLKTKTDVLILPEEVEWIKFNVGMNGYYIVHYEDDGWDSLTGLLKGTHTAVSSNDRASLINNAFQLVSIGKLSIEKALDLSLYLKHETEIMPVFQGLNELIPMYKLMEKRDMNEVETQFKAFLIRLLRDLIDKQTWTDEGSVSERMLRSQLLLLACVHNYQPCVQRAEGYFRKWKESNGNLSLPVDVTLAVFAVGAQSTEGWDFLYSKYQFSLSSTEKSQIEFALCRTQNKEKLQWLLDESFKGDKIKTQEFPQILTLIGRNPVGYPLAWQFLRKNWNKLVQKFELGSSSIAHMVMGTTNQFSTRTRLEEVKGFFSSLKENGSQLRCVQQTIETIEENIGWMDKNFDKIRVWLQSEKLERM
RAD52 inh = blocks human RAD52 DNA annealing | P43351 | 360,000 compounds, 0.46% hits | AID 651710 | inhibition, % at 18.7 µM | recombinant RAD52 DNA annealing, FRET fluorescence;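 active means every replicate showing at least 50% inhibition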
RAD54 inh = blocks human RAD54 Holliday junction branch migration. FAM/BHQ fluorescence. inhibition, % at 10.4 µM. 360,000 compounds, 0.14% hits;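 active means mean normalized replicate activity at least 40 and at least half of replicates scoring 40 or more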;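 further: 0% = median of neutral control wells and 100% = median of positive control wells; inhibitors cause a drop in the FAM fluorescence signal; in these data hits start at about 50%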
esBAF inh = SWI/SNF esBAF complex inhibition. mouse ES cells, Bmi1-luciferase knock-in reporter, 24 h; 100% = twice the neutral-well signal. reporter increase, % at 12.5 µM. 350,000 compounds, 2% hits. AID 602393; in the data active means activation above about 40%;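 further: 0% = median of the plate's neutral control wells and 100% = double that signal; a rise in the Bmi1 reporter signal indicates esBAF inhibition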
INS-1E GSIS act = GLuc luminescence reporter in INS-1E cells, primary screen for activators of glucose-dependent secretion of insulin; INS-1E GLuc reporter insulin secretion, 2-3 h; activation, % at 16.6 µM; 370,000 compounds, 0.61% hits;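 active means lowest replicate activation of at least 40%, so every replicate reaches that level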;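 further: 0% = median of neutral control wells and 100% = median of IBMX positive control wells; some compounds called inactive have numbers as strong as hits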
CFTR F508del cor = CFTR F508del correction in bronchial cells. CFBE cells, YFP halide quenching; stimulated with forskolin plus potentiator P3; % fluorescence drop versus neutral controls. activity (quench increase), % at 7.58 µM. 350,000 compounds, 0.36% hits. AID 720511;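 active means mean added fluorescence quench of at least 8% versus neutral control, with both replicates also reaching 8%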;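 further: cells transiently co-express mutant CFTR-F508del with the halide-sensitive YFP; corrector assay measuring rescue of mutant channel to the surface after 24 h compound exposure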
ARNT TACC3 PPI = disrupts binding between human ARNT and TACC3; inhibition, % at 9.99 µM; AID 623870; 390,000 compounds, 0.66% hits; Q9Y6A5; AlphaScreen His-ARNT PAS-B/GST-TACC3 binding, luminescence; TACC3 fragment carries E629A point mutation;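 active means mean inhibition of replicates at least 50% and at least half of replicates each reaching 50%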;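 further: 0% = complete ARNT plus TACC3 wells and 100% = ARNT alone without TACC3; many hits fall short of the cut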
* marks the source's active call; other numbers are inactive results; . = no result given.

SMILES	Xi reactivation	ERAP1 HTS inh	RAD52 inh	RAD54 inh	esBAF inh	INS-1E GSIS act	CFTR F508del cor	ARNT TACC3 PPI
C[C@H](CO)N1C[C@H](C)[C@@H](CN(C)C(=O)Nc2cccc3ccccc23)OCCCC[C@H](C)Oc2ccc(NC(=O)CCCN(C)C)cc2C1=O	0.0	1	17	15	-5	-1	0.1	18
O=C(c1cccc(F)c1)N1C[C@H]2[C@@H](c3ccccc31)[C@H](CO)N2C(=O)C1CC1	0.0	4	0	3	0	5	-0.8	2
CCOC(=O)c1c(N)sc(C(=O)OCCOC)c1C	0.0	3	1	.	.	-16	-0.1	4
COc1ccc2c(CCNC(=O)CN3C(=O)c4ccccc4C3=O)c[nH]c2c1	0.0	0	-13	.	.	2	.	-14
COc1ccccc1CN1CC(C(=O)NCCN2CCNC2=O)CCC1=O (stereo not given)	0.0	-5	6	-10	4	8	-1.1	.
O=C1N[C@H](c2ccccc2)COCc2cn(nn2)CC[C@@H]1Cc1cccc(Cl)c1	0.5	2	10	.	.	5	.	.
Cc1ccc(C(=O)N2CCC[C@@H]2C(=O)N2CCC[C@@H]2C(=O)NCc2ccccc2)cc1	0.0	2	-15	.	.	-3	-1.4	.
O=C(O)c1cccc(S(=O)(=O)N2CCc3ccccc3C2)c1	0.3	-3	-2	0	-4	-6	-0.5	-17
O=C(Nc1ccc([N+](=O)[O-])cc1Br)c1cc2ccccc2nc1Cl	0.0	-3	-16	-1	.	-2	2.5	-7
CCCN(C)C[C@H]1OCCCC[C@H](C)Oc2ccc(NS(=O)(=O)c3ccccc3)cc2C(=O)N([C@H](C)CO)C[C@H]1C	0.0	1	15	-2	-5	0	-1.5	31
Cc1cc(Cl)c(S(=O)(=O)Nc2cccc(O)c2)cc1OCC(N)=O	0.3	1	-15	.	.	3	.	-21
CCCN(Cc1nnc(-c2ccccc2Cl)o1)C(=O)c1cc2ccccc2o1	-0.1	-5	-28	11	17	63*	0.4	-6
N#C[C@H]1[C@H](c2ccc(C#Cc3ccccc3F)cc2)[C@H](CO)N1C(=O)C1CCCC1	0.2	2	9	.	.	-9	-7.6	.
CCOC(=O)N1CCC(NC(=O)c2cc(S(=O)(=O)NCCc3ccccc3)ccc2F)CC1	0.0	0	-7	.	.	-30	0.8	-6
COc1cc(NC(=O)Cn2nc(C(F)(F)F)c(Br)c2C)cc([N+](=O)[O-])c1	0.1	2	-14	1	.	-49	.	-2
COc1cccc(C#Cc2ccc3c(c2)O[C@@H](CN(C)S(=O)(=O)c2ccccc2F)[C@H](C)CN([C@H](C)CO)S3(=O)=O)c1	-0.5	-2	-22	11	13	7	4.5	-1
COc1ccc(-c2cc(C(=O)NC3CCCC3)c3ccccc3n2)cc1OC	0.0	11	-9	-5	6	.	-0.6	21
Cc1cc(C(=O)Nc2ccc(N3CCOCC3)c3nonc23)ccc1[N+](=O)[O-]	0.5	0	2	9	32	-22	1.8	3
O=C(C[C@@H]1CC[C@H]2[C@@H](COC[C@@H](O)CN2Cc2nccs2)O1)NCc1ccccc1Cl	0.1	.	.	4	-2	10	-0.5	2
Cc1noc(C)c1S(=O)(=O)Nc1ccc2c(c1)C(=O)N([C@@H](C)CO)C[C@@H](C)[C@@H](CN(C)C(=O)Nc1ccc(F)cc1)OCCCC[C@@H](C)O2	0.1	2	-1	1	0	-8	0.0	4

Gathered by group, the compounds so far containing a Cl atom (five)
SMILES	Xi reactivation	ERAP1 HTS inh	RAD52 inh	RAD54 inh	esBAF inh	INS-1E GSIS act	CFTR F508del cor	ARNT TACC3 PPI
O=C1N[C@H](c2ccccc2)COCc2cn(nn2)CC[C@@H]1Cc1cccc(Cl)c1	0.5	2	10	.	.	5	.	.
O=C(Nc1ccc([N+](=O)[O-])cc1Br)c1cc2ccccc2nc1Cl	0.0	-3	-16	-1	.	-2	2.5	-7
Cc1cc(Cl)c(S(=O)(=O)Nc2cccc(O)c2)cc1OCC(N)=O	0.3	1	-15	.	.	3	.	-21
CCCN(Cc1nnc(-c2ccccc2Cl)o1)C(=O)c1cc2ccccc2o1	-0.1	-5	-28	11	17	63*	0.4	-6
O=C(C[C@@H]1CC[C@H]2[C@@H](COC[C@@H](O)CN2Cc2nccs2)O1)NCc1ccccc1Cl	0.1	.	.	4	-2	10	-0.5	2

Further structures follow.
SMILES	Xi reactivation	ERAP1 HTS inh	RAD52 inh	RAD54 inh	esBAF inh	INS-1E GSIS act	CFTR F508del cor	ARNT TACC3 PPI
COc1ccc(NC(=S)NCC2CCN(c3ccc(OC)cc3)C2)cc1 (stereo not given)	0.0	0	2	.	.	-1	.	0
CC(C)(C)C(=O)c1c(N)[nH]c(C(=O)c2ccccc2)c1-c1ccc(Cl)cc1	0.0	-8	-13	.	.	-26	-1.1	.
C[C@H](CO)N1C[C@H](C)[C@H](CN(C)Cc2ccncc2)Oc2c(NC(=O)Nc3ccc(C(F)(F)F)cc3)cccc2C1=O	0.1	-26	-7	16	6	-30	-2.1	27
COc1ccc(S(=O)(=O)N2CCOCC2)cc1NC(=O)c1ccccc1-c1ccc(C(F)(F)F)cc1	-0.1	.	.	-13	2	0	.	-3
Cc1noc(C)c1NC(=O)N(C)C[C@@H]1Oc2ccc(NC(=O)NC3CCCCC3)cc2C(=O)N([C@@H](C)CO)C[C@@H]1C	-0.8	10	2	1	0	10	-0.8	-4
CCOC(=O)c1c(C)[nH]c(-c2csc(C)n2)c1C	0.2	0	-22	.	.	6	-1.8	-2
O=C(CNC(=S)N(Cc1ccccc1)Cc1ccccc1F)NCCc1ccccc1	0.0	-4	-33	6	4	-16	1.3	-1
Cc1cc(N/N=C/c2ccccc2)nc(N)n1	-0.1	-7	1	4	.	37	0.8	0
CN1CCc2c(sc3nc(NN)n(Cc4ccccc4)c(=O)c23)C1	0.2	.	5	11	.	8	0.2	14
CCc1ccc2c(c1)C(c1ccc(N3CCOCC3)cc1)=NNC(c1ccncc1)=N2	0.0	-1	-107	.	.	-4	2.4	2
O=C(CCc1ccccc1)Nc1cccnc1Cl	0.0	.	-23	-8	.	.	-0.2	-5
C[C@@H]1CN([C@H](C)CO)C(=O)c2cccc(NC(=O)c3nc4ccccc4s3)c2O[C@@H]1CN(C)C(=O)Nc1cccc2ccccc12	-1.3	1	-5	8	6	-34	1.3	5
CCS(=O)c1ccccc1C(=O)OCC(=O)Nc1cccc(S(=O)(=O)N2CCCCC2)c1 (stereo not given)	0.2	2	-20	2	3	-23	-3.5	.
O=C(C[C@H]1C=C[C@H](NS(=O)(=O)c2ccccc2)[C@H](CO)O1)NCc1ccccc1F	-0.5	1	4	-2	-1	-2	-2.6	-1
CC1(C)CC(O)CC(C)(C)N1CC(O)COCc1ccccc1 (stereo not given)	0.4	2	0	3	0	.	0.2	4
Cc1ccc(C)c(N2CCN(C(=O)c3nn(C)c4c3CS(=O)(=O)c3ccccc3-4)CC2)c1	0.0	0	-10	12	1	-7	-2.1	3
CN(C)/C=N/c1ncn(-c2ncc(C(F)(F)F)cc2Cl)n1	-0.1	-1	-3	.	.	0	.	-1
Nc1nc2ccc(Cc3ccncc3)cc2s1	0.1	5	-2	12	13	-4	0.3	24
O=C(C[C@H]1CC[C@H](NS(=O)(=O)c2cccc(F)c2)[C@H](CO)O1)NCc1ccc2c(c1)OCO2	-0.1	2	9	4	-5	4	2.5	-3
COc1ccc(NC(=O)CSc2nnc(NC(C)=O)s2)c([N+](=O)[O-])c1	0.2	5	-24	.	.	6	0.4	-1
CN(Cc1c(C(=O)N/N=C/c2ccccc2F)nnn1-c1nonc1N)c1ccccc1	0.1	-2	-9	1	-4	8	-1.3	9
Cc1ccccc1OCCC(=O)N(Cc1ccccc1)c1c(N)n(Cc2ccccc2)c(=O)[nH]c1=O	0.6	-3	-19	15	.	9	4.7	6
CCN(CC(=O)Nc1c(F)cccc1F)C(=O)Cn1c(=O)cnc2ccccc21	2.1	1	-13	10	-7	12	2.9	-4
COc1ccc(NC(=O)c2cc(S(=O)(=O)N3CCCCC3)c[nH]2)cc1Cl	0.2	4	2	3	10	-7	2.5	-2
CCC(CC)c1nnc(NC(=O)c2cccnc2SC)s1	0.2	-1	-23	.	.	2	0.3	-7
C[C@@H]1CCCCO[C@H](CN(C)C(=O)Nc2ccccc2)[C@@H](C)CN([C@@H](C)CO)C(=O)c2cc(NS(=O)(=O)c3cn(C)cn3)ccc2O1	0.2	0	2	-1	-1	10	-0.4	-3
Cc1noc(C)c1C(=O)OCC(=O)Nc1cccc(S(=O)(=O)N(C)C)c1	0.0	.	.	7	.	-2	.	5
COc1ccc(OC)c(C(=O)CN2CCN(S(=O)(=O)c3ccc(Br)cc3)CC2)c1	.	.	.	6	-3	-12	.	-3
CCOc1ccc(C(=O)Nc2ccc(N3CCN(C(C)=O)CC3)cc2)cc1[N+](=O)[O-]	0.5	0	-17	4	3	6	.	-12
CC(C)CC#Cc1ccc2c(c1)O[C@H](CN(C)C(=O)c1cccnc1)[C@H](C)CN([C@@H](C)CO)S2(=O)=O	-1.0	-1	4	-4	-2	14	1.5	3
Cc1c(OC(C)C(=O)NCCCn2ccnc2)ccc2c3c(c(=O)oc12)CCC3 (stereo not given)	0.1	-3	-8	12	5	12	-0.9	5
O=C(Cn1cnc2cc([N+](=O)[O-])ccc2c1=O)Nc1ccccc1Cl	-0.1	0	-14	-3	.	17	1.9	.
Cc1ccccc1S(=O)(=O)N1C[C@@H](O)COC[C@@H]2O[C@@H](CC(=O)NCCc3ccccc3)CC[C@H]21	0.1	2	38	-3	-3	16	2.0	10
Cc1nnc(N2C(=O)C(=O)/C(=C(\O)c3ccc4c(c3)CC(C)O4)C2c2ccccc2)s1 (stereo not given)	0.5	4	-8	-7	11	-11	0.9	-2
COc1ccc(N2CCN(C(=O)CNS(=O)(=O)c3ccc(Br)s3)CC2)cc1	0.1	-2	-6	-1	1	-15	-0.4	.
O=C(Cc1ccc(Cl)cc1)Nc1ccc(CN2CCCCC2)cc1	0.2	.	-22	.	.	6	-1.4	-8
COc1ccc(CN(C)C[C@@H]2Oc3ccc(NC(=O)Nc4c(C)noc4C)cc3C(=O)N([C@@H](C)CO)C[C@H]2C)cc1	-0.8	-5	-11	36	-1	16	1.6	-7
COc1ccc(CN(C)C[C@@H]2OCCCC[C@@H](C)Oc3ccc(NS(=O)(=O)c4ccccc4)cc3C(=O)N([C@@H](C)CO)C[C@@H]2C)cc1	0.1	0	21	-7	2	-11	0.3	-6
COc1cccc(C(=O)Nc2cc(=O)n(C)c(=O)n2C)c1	0.2	-1	-1	2	-9	15	2.7	1
O=[N+]([O-])c1cccc(-c2nn(-c3ccccc3)cc2CO)c1	0.1	-1	-5	.	12	-1	-4.2	16
CCCCn1c(N)c(N(CCC(C)C)C(=O)C2CC(=O)N(Cc3ccc(C)cc3)C2)c(=O)[nH]c1=O (stereo not given)	0.2	1	-6	2	-7	-11	-0.4	0
C[C@H](CO)N1C[C@H](C)[C@@H](CN(C)S(=O)(=O)c2ccccc2)OCCCC[C@H](C)Oc2ccc(NC(=O)Cc3ccccc3)cc2C1=O	0.0	-3	-34	-8	-5	-24	1.8	0
C[C@@H]1CN([C@@H](C)CO)C(=O)Cc2cc(NC(=O)Nc3ccccc3)ccc2O[C@@H]1CN(C)C	-0.2	-5	-11	-6	1	10	4.4	11
O=C(CN1CCOCC1)NCC[C@H]1CC[C@H](NC(=O)c2ccc3c(c2)OCO3)[C@@H](CO)O1	5.6	-3	-13	8	-3	2	-0.5	-4
O=S(=O)(c1ccccc1)N1CCCCN2[C@@H](CO)[C@H](c3ccc(C#CC4CCCC4)cc3)[C@@H]2C1	0.0	2	30	-4	3	2	0.2	15
CC(=O)N1CCN(CC(O)Cn2c3ccccc3c3ccccc32)CC1 (stereo not given)	-0.1	-3	-18	-2	2	9	2.2	-1

Screening data: PubChem BioAssay, Broad Institute
